TAAR1 agonist: human TAAR1 agonists, primary screen, Fluo-8 calcium fluorescence, CHO RD-HGA16 cells; Trace amine-associated receptor 1 (Homo sapiens), Q96RJ0; vehicle wells 0%, saturating PEA agonist 100%; activation, % at 3 µM; hit rate 0.99% among 360,000;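 active = activation above the mean activation of all test compounds in the run plus 3 SD, cut at about 38% in these data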
Target sequence (Q96RJ0 whole entry, looked up): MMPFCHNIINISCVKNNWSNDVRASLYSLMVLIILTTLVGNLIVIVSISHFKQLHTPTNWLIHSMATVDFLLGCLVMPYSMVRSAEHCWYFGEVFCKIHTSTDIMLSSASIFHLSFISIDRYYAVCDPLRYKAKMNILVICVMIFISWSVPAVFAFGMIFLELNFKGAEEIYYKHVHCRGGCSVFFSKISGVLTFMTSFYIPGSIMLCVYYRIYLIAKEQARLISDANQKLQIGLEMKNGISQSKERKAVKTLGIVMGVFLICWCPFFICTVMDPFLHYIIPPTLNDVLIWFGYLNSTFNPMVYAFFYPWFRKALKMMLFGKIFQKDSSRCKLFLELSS
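Assay system: CHO-derived RD-HGA16 cells with stable Gα16 and human TAAR1; timing: 17-24 h seeding, 75 min 37 °C dye, 30 min RT; read-out: % activation from peak over basal fluorescence ratio, DMSO-to-PEA scaled; measured by: kinetic Fluo-8 calcium fluorescence; benchmarks: low control DMSO, high control PEA (EC100); doses: 3 µM single concentration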
CHO-K1 Ca ag: counter-screen for M1 agonists: effect in parental CHO-K1 cells | activation, % at 3 µM | Fluo-8 calcium fluorescence; scaled to maximal ATP response, vehicle zero | hit rate 0.48% among 360,000; in the data active = activation above about 15%;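 note: untransfected CHO-K1 host cells lacking M1 receptor as counterscreen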
CHO-K1 Ca antag: nonselective inhibitor or artifact in parental CHO-K1 cells. hit rate 0.6% among 360,000. ATP-induced calcium, Fluo-8 fluorescence. inhibition, % at 3 µM;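 active = inhibition above a per-plate cutoff, the plate's mean sample inhibition plus 3 SD, cut at about 24% in these data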;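 note: 0% = DMSO plus EC80 ATP and 100% = DMSO alone without ATP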
CHO parental Ca: ATP-evoked calcium signal inhibitors, parental CHO, primary screen, counter-screen for OX1R antagonist project, cell-based, fluorescence, Fluo-8 calcium dye; parental CHO-K1, ATP-induced calcium, Fluo-8 fluorescence; inhibition, % at 5.6 µM; hit rate 0.63% among 330,000;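 active = inhibition above that plate's mean sample inhibition plus 3 SD, cut at about 26% in these data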;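 note: 0% = ATP-challenged DMSO wells and 100% = DMSO wells without ATP; some compounds past the cut are filed as inactive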
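Material: parental CHO cells / Compound: single nominal dose of 5.6 µM per compound / Signal: Fluo-8 fluorescence / Replicates: singlicate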
V1R ag counter: agonists of human V1a receptor, primary screen, counter-screen for OXTR agonist project, fluorescence, CHO-V1R cells. Vasopressin V1a receptor (Homo sapiens), P37288. Fluo-8 calcium fluorescence, agonist mode; 0% DMSO, 100% 3 nM vasopressin. activation, % at 3 µM. hit rate 0.25% among 320,000. AID 2797, 2010;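 active = activation above the mean activation of all tested compounds plus 3 SD, per screening run, cut at about 20% in these data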;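 note: signal is peak over basal fluorescence ratio across a 100 second FLIPR read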
Target sequence (P37288 whole entry, looked up): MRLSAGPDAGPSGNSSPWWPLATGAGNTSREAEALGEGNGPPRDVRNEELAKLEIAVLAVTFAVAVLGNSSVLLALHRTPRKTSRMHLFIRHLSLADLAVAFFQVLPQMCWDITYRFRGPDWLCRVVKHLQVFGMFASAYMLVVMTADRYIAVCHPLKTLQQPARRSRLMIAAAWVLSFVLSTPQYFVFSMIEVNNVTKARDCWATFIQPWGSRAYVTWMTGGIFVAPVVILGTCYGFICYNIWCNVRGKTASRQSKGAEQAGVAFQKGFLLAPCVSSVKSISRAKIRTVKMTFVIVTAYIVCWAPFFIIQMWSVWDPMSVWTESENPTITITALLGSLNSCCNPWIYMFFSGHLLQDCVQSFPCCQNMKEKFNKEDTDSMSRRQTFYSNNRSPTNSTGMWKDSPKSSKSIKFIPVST
TAAR1 antagonist: human TAAR1 antagonists, primary screen, Fluo-8 calcium fluorescence, CHO RD-HGA16 cells. antagonist. Trace amine-associated receptor 1 (Homo sapiens), Q96RJ0. hit rate 1.5% among 360,000. inhibition, % at 3 µM. AID 624466, 2012;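 active = inhibition above a per-plate cutoff, the mean inhibition of test compounds on that plate plus 3 SD, cut at about 49% in these data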;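 note: 0% = DMSO plus EC80 beta-PEA response and 100% = DMSO alone without agonist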
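Assay system: CHO-derived RD-HGA16 cells stably expressing human TAAR1 plus Gα16. Timing: 140 s kinetic read after compound, 140 s after agonist. Technique: kinetic Fluo-8 calcium fluorescence measurement. Measure: % inhibition of agonist calcium response.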
M1 PAM parental: nonselective calcium activators in parental CHO-K1 cells, primary screen, counter-screen for M1 PAM project, cell-based, Fluo-8 calcium fluorescence, full deck, 1536-well | ATP EC20; 0% at ATP EC20, 100% at ATP max | activation, % at 3 µM | hit rate 0.02% among 360,000 | AID 602247, 2012;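 active = activation above the run cutoff, the mean activation of all test compounds plus 3 SD, cut at about 40% in these data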;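 note: peak over basal fluorescence ratio in a 140 s read after ATP addition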
OXTR potentiator: human OXTR potentiators, primary screen, fluorescence, CHO-OTR cells, Fluo-8 calcium; Oxytocin receptor (Homo sapiens), P30559; Fluo-8 calcium fluorescence, potentiator mode; 0% = oxytocin EC15, 100% = EC100; activation, % at 3 µM; hit rate 0.061% among 320,000;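 active = activation above that plate's cutoff, the mean activation of tested compounds plus 3 SD, cut at about 6.6% in these data, passing the limit was not always enough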;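 note: 100% uses oxytocin at 75 nM as the full agonist control; some results filed as inactive read as strong as hits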
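Replication – single well per compound, singlicate · Assay system – CHO cell line stably expressing human OTR · Timing – 6 min pre-incubation, 100 s read · Measure – normalized max/min fluorescence ratio, % activation · Doses – 3.0 µM, one dose · Detection – Fluo-8 calcium dye fluorescence · Probe or stimulus – oxytocin near EC15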
CHRM1 agonist: human M1 muscarinic receptor agonists, primary screen, Fluo-8 calcium fluorescence, CHO-K1 cells, HTS; CHO-K1 hM1, agonist mode; 0% DMSO, 100% acetylcholine EC100; Muscarinic acetylcholine receptor M1 (Homo sapiens), P11229; activation, % at 3 µM; hit rate 0.33% among 360,000;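 active = activation above the run's mean compound activation plus 3 SD, cut at about 16% in these data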;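 note: peak over basal fluorescence ratio within a 140 s kinetic read after compound addition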
* hit, by the source's call; . = no result given. Compounds were not picked by outcome; overall some 3.3% were active at least once.

nr	smiles	TAAR1 agonist	CHO-K1 Ca ag	CHO-K1 Ca antag	CHO parental Ca	V1R ag counter	TAAR1 antagonist	M1 PAM parental	OXTR potentiator	CHRM1 agonist
1	CCSc1nc(N)c(NC(=O)c2ccc(Br)o2)c(=O)[nH]1	0	1.9	-7	12	0.8	3	21	-5	-3
2	CCCc1cnc(N2CCN(C(=O)c3c(-c4ccccc4)noc3C)CC2)nc1	2	5.6	-5	-12	0.2	-10	6	-3	-2
3	Cc1ccc(S(=O)(=O)Nc2ccc(S(=O)(=O)NC(C)(C)C)cc2)cc1	32	1.2	8	5	3.1	9	-6	-5	3
4	O=C(c1ccccc1Br)N1CCN(c2ccccn2)CC1	1	3.2	-12	3	1.2	-8	3	-3	-6
5	O=C(COC(=O)c1ncc(Cl)c(Cl)c1Cl)NC(=O)NCc1ccccc1	0	0.6	-10	-9	0.8	-5	3	-2	-2
6	COc1ccc2oc(C(=O)OCC(=O)Nc3cc(S(=O)(=O)N4CCOCC4)ccc3C)c(C)c2c1	1	1.3	4	-16	2.5	18	-10	-12	-3
7	Cc1ccc(-n2c(C)cc(C(=O)CSc3nnnn3C)c2C)cc1	13	2.1	-10	-4	2.7	0	15	-20	-4
8	COc1ccc(N2CCN(C3CCCN(S(=O)(=O)c4ccc(C)cc4C)C3)CC2)cc1 (configuration not stated)	0	1.9	-23	-17	3.0	-17	-8	-12	-3
9	CCOC(=O)c1c(-c2ccco2)csc1NC(=O)COC(=O)c1cnc(C)cn1	-2	1.6	-1	-14	-1.3	-14	-3	-12	-6
10	CC1CN(Cc2nc3c(c(=O)[nH]c(=O)n3C)n2CC(N)=O)CC(C)O1 (configuration not stated)	3	2.3	-5	-4	0.5	-18	19	-4	1
11	COc1cc(OC)cc(N2C(=O)CSCC2=O)c1	4	2.4	-2	-17	0.8	-4	12	2	-1
12	c1ccc(-c2cc3c(N4CCN(c5ncccn5)CC4)ncnc3s2)cc1	5	0.9	-4	-31	-0.4	55*	16	-19	-8
13	COc1ccc(CN2CCC[C@]3(N[C@H](c4ccccc4)[C@@H]4C(=O)N(Cc5ccccc5)C(=O)[C@@H]43)C2=O)cc1	5	3.0	12	.	.	19	-2	.	-3
14	COc1ccc(C(=O)Nc2nncs2)c(OC)c1	0	0.2	12	-4	0.3	-3	-4	-6	0
15	Cc1ccc(C)c(Cn2c(=O)n(CCCC(=O)NCc3ccco3)c(=O)c3ccccc32)c1	0	0.5	-3	-6	-0.1	-21	19	-6	-10
16	Cc1cc(C)c(C(=O)NNC(=O)c2cccnc2)c(C)c1	2	0.3	-11	0	-0.1	-3	10	-3	-1
17	Cc1cccc(NC(=O)c2oc(=O)c3ccccc3c2-c2ccccc2)c1C	0	0.2	-6	-24	-0.6	4	19	-7	-10
18	O=C(Cn1cnc2ccccc2c1=O)c1cccs1	8	0.1	-6	-11	-0.2	-8	12	-8	-3
19	O=c1c2cccc3c2c(nn1CN1CCOCC1)-c1ccccc1-3	.	0.2	8	-12	-0.9	.	13	2	4
20	CCCCCCCCN1[C@@H](CC(=O)OCC)c2cc(F)ccc2S1(=O)=O	9	0.4	-20	-23	0.4	42	13	-6	-6
21	O=C(O)CC(c1cccc(C(F)(F)F)c1)N1CCS(=O)(=O)CC1 (configuration not stated)	7	0.2	-14	-4	1.5	-2	2	-6	-4
22	O=c1c2c3c(sc2n(CCN2CCCC2)c(=O)n1Cc1ccccc1)CCCCC3	0	2.3	-3	-49	-0.4	-51	6	-2	-6
23	COCCCNC(=S)Nc1ccccc1[N+](=O)[O-]	9	-0.2	-4	8	0.3	17	6	0	-5
24	CN(C)CCNC(=O)c1cccc(-c2cc(NC=O)c3ncc(-c4cccc(C(F)(F)F)c4)n3c2)c1	0	-0.3	-5	.	.	-28	6	.	-10
25	O=C(Cn1ccccc1=O)c1ccc(Cl)cc1	5	0.0	-9	14	0.1	9	9	-10	-3
26	Cc1ccc(C(=O)CC(C(=O)O)n2cnc([N+](=O)[O-])n2)cc1 (configuration not stated)	4	-0.1	-4	-18	0.7	-10	22	-3	-6
27	COc1ccccc1-n1nnnc1SCC(=O)NC1CCCCC1	-2	1.4	-7	-11	1.2	1	23	-3	-2
28	CS(=O)(=O)N(CC(=O)NCc1ccccc1Cl)C1CCCCC1	3	0.3	4	-20	0.1	-27	3	0	-11
29	Cc1ccc(Cn2c(C(=O)NCCCN3CCOCC3)cc3sccc32)cc1	.	3.0	-20	-11	1.4	.	12	-5	-11
30	CC1CCN(S(=O)(=O)c2ccc3c(c2)c(=O)c(C(=O)N2CCOCC2)cn3C)CC1	0	0.1	-5	0	1.0	3	6	3	1
31	COc1ccc(/C=C/C(=O)NC(=S)NNC(=O)c2cccs2)cc1	100*	5.0	-8	6	17	73*	9	-35	21*
32	Cc1ccn(CC(=O)N2CCCC(C(=O)c3cccc4ccccc34)C2)n1 (configuration not stated)	-1	0.4	-17	5	-1.3	-2	2	-4	-5
33	COc1cccc(/C=N/NC(=O)C(=O)N2CCCCCC2)c1OC	2	2.7	-6	-8	1.0	-12	12	0	-2
34	Cc1cccc(OCCn2cnc(Cl)c2Cl)c1	0	0.3	-10	-15	-0.6	-8	15	-2	-4
35	COc1ccc(NC(=O)COC(=O)CCCOc2ccc(Cl)cc2Cl)cc1	1	0.7	-2	-12	3.6	-26	-3	-3	-7
36	COc1ccc2c(c1[N+](=O)[O-])CCC/C2=N/OC(=O)c1cccc2ccccc12	2	0.9	-5	3	0.2	11	17	-7	-4
37	CN1C(=S)SC(C)(C)C1(C)NO (configuration not stated)	2	0.5	-3	-7	0.8	10	24	-10	0
38	COc1ccc(C(=O)Nc2cccc(/C=C/c3nc4ccccc4c(=O)[nH]3)c2)cc1	13	3.9	-10	-13	0.2	55*	-15	-2	-4
39	N#CC(c1ccccc1)C1CCN(Cc2ccccc2)CC1 (configuration not stated)	-1	-0.4	-16	-16	0.4	-6	22	0	-10
40	O=C(O)c1ccc(N2N=C(c3ccccc3)CC2c2ccccc2)cc1 (configuration not stated)	1	0.6	-3	-4	1.9	-11	15	-5	-6

Not a retest: entries from further up.
nr	smiles	TAAR1 agonist	CHO-K1 Ca ag	CHO-K1 Ca antag	CHO parental Ca	V1R ag counter	TAAR1 antagonist	M1 PAM parental	OXTR potentiator	CHRM1 agonist
33	COc1cccc(/C=N/NC(=O)C(=O)N2CCCCCC2)c1OC	2	2.7	-6	-8	1.0	-12	12	0	-2
34	Cc1cccc(OCCn2cnc(Cl)c2Cl)c1	0	0.3	-10	-15	-0.6	-8	15	-2	-4

The results go on:
nr	smiles	TAAR1 agonist	CHO-K1 Ca ag	CHO-K1 Ca antag	CHO parental Ca	V1R ag counter	TAAR1 antagonist	M1 PAM parental	OXTR potentiator	CHRM1 agonist
41	O=C(CSc1nnc(NC(=O)c2ccccc2)s1)NCc1ccco1	5	2.2	-6	-9	3.4	-9	12	-2	-2
42	COc1ccc(C(=O)NC(=S)N2CCCCC2c2cccnc2)cc1OC (configuration not stated)	2	-0.5	-2	-19	0.1	-10	12	-1	-4
43	CCN1CCN(CCCNC(=O)c2cc3c(=O)oc4ccc(C)cc4c3s2)CC1	0	0.1	-4	-9	-0.3	-3	11	-9	4
44	CN(C)CCN(Cc1ccccc1)S(=O)(=O)c1ccc2c(c1)n(C)c(=O)c(=O)n2C	3	0.3	-4	-14	0.6	14	7	2	-5
45	COc1ccc(OCCOC(=O)CCS(=O)(=O)c2ccc(C)cc2)cc1	0	0.6	5	-9	1.7	-2	-19	-2	0
46	CC(=O)c1ccc(C(=O)N2CCc3c([nH]c4ccccc34)C2c2ccccn2)s1 (configuration not stated)	11	1.1	-14	-27	0.0	-16	5	-5	-7
47	CCOC(=O)N1CCN(C2CC(=O)N(c3ccc(Cl)c(Cl)c3)C2=O)CC1 (configuration not stated)	-1	0.6	-3	-17	1.9	5	4	-7	-1
48	COc1ccc(CN(C)C(=O)Cn2cnc3c(NCc4ccccc4)ncnc32)cc1OC	1	2.1	-10	-8	.	1	4	.	8
49	Cc1cccc(C)c1NC(=O)C1CCCN1C(=O)NCc1ccccc1 (configuration not stated)	-1	1.4	-10	-19	0.2	10	6	4	-4
50	COc1ccccc1-n1cnc2cc(NS(=O)(=O)c3ccc(Br)cc3)ccc21	8	1.7	0	-2	7.0	16	10	-7	1
51	O=C(O)c1ccccc1-c1cccc2nncn12	1	-0.2	-11	.	.	-16	10	.	-2
52	Cc1ccc(SC(C)C(=O)NC(N)=O)c(C)c1 (configuration not stated)	7	1.0	-9	-16	-1.2	-12	19	3	-5
53	CC(=O)N(C)c1ccc(N=NC2C(=O)N(C(N)=S)N=C2C)cc1 (configuration not stated)	3	-0.3	-2	-5	-0.6	11	17	-1	-4
54	Cc1c(Cl)c([N+](=O)[O-])nn1CC(=O)N1CCN(C23CC4CC(CC(C4)C2)C3)CC1	3	0.1	-13	-7	0.0	-11	9	-4	-11
55	Cc1ccccc1C(N)=O	0	-0.7	-11	.	.	-15	6	.	-1
56	Cc1ccc(Nc2nc(-c3sc(NC(=O)c4ccccc4)nc3C)cs2)cc1	3	-0.1	-11	-8	0.2	23	9	1	-5
57	Cn1cccc1Cc1nnc(SCC(=O)NCCc2ccccc2)n1C	2	0.1	-7	-11	0.7	-20	8	-2	-8
58	CCOC(=O)C1=NN(c2ccc(Cl)cc2)C(c2ccccc2)CC1=O (configuration not stated)	15	0.3	-8	-22	-0.1	-6	14	-10	-3
59	CC(C)(C)n1nc2c(c1NC(=O)Cc1cccc3ccccc13)CS(=O)(=O)C2	1	0.6	-5	-22	1.0	-6	10	3	-5
60	CCOc1ccc2ncc(S(=O)(=O)c3ccccc3)c(N3CCC4(CC3)OCCO4)c2c1	4	.	.	-32	-1.3	49*	.	1	.
61	NC(=O)C1CCN(C(=O)CSc2nc3ccccc3o2)CC1	11	-0.2	2	.	.	-1	19	.	0
62	CCCCOc1ccc(CNC(=O)NS(=O)(=O)c2ccc(OCC(C)C)cc2)cc1	5	-0.4	9	-6	0.1	2	3	-5	-3
63	Cc1cc(C)c2c(CC(=O)N3CCCC3)coc2c1	1	0.9	-11	-14	0.3	-8	24	0	-6

Source: PubChem BioAssay
